bCat nuc transl: beta-catenin nuclear translocation modulation | nuclear translocation activity, % at 5 µM | hit rate 0.3% among 190,000 | HeLa beta-catenin nuclear translocation, immunofluorescence imaging;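 active = nuclear translocation activity above 50% at 5 µM, with a well cell count of 50 or more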;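 also: per-cell ratio of nuclear to cytoplasmic median beta-catenin stain intensity; plate controls were DMSO negative control for no effect and GSK-3 inhibitor IX positive control for full effect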
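Signal – beta-catenin immunofluorescence imaging with DAPI · Test system – human HeLa cell line · Dosing – 5 µM primary single dose, 0.1% DMSO, 0.02–20 µM confirmation series · Measure – % activation, nuclear-to-cytoplasmic median beta-catenin signal ratio per cell · Incubation – 24 h compound exposure at 37°C, 5% CO2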
CSM14.1 death rescue: rescue of cells from ER stress-induced death, primary screen, 384-well, CSM14.1, thapsigargin, ATP luminescence (AID 1222); CSM14.1 thapsigargin-induced death rescue, ATP luminescence; higher % means a stronger effect; one-dose cellular ATP content (survival), % at 20 µM; EC50 in µM for titrated hits; 190,000 tested, under 10 active;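 active = EC50 below 50 µM in the dose-response confirmation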;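 also: death triggered by thapsigargin at about 15 µM added after 2 h compound pretreatment; cell ATP read after overnight thapsigargin exposure of roughly 18 to 22 hours; normalized against plate controls of thapsigargin alone and 5% DMSO vehicle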
XIAP displacement: XIAP antagonists, biochemical, IAP family, fluorescence polarization (AID 1018); XIAP BIR domain, fluorescence polarization peptide displacement; higher % means a stronger effect; one-dose displacement, % at 20 µM; IC50 in µM for titrated hits; hit rate 0.007% among 200,000; in the data active = displacement above about 50%; also: a part of the inactive calls stands beside numbers as strong as those of hits
Dynein transport: dynein cargo transport inhibition. 3617.4 mouse cells, GR-EGFP nuclear translocation imaging; test concentration mostly 20 µM; stimulated with dexamethasone, 1 µM; stronger effect = lower value. z-score, hits read low. hit rate 0.47% among 220,000;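 active = plate z-score of nuclear minus cytoplasmic receptor signal below a set negative limit, without overly bright fluorescence or cell loss, cut at about -3.5 in these data, passing the limit was not always enough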;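 also: z-score of nuclear minus cytoplasmic ring GR-EGFP intensity difference per well; some compounds called inactive have numbers as strong as hits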
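Buffer or medium: Induction medium lacking tetracycline, stripped serum | Also added: Dexamethasone agonist, 1.0 µM final, for 30 min | Timing: 48 h induction, 1 h compound, 30 min dex at 37 °C | Detection: Formaldehyde fixation, Hoechst nuclear stain, 10x automated fluorescence imaging | Measure: Nuclear versus cytoplasmic GR-EGFP signal, averaged per well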
Insulin prom up: MIN6 insulin promoter up-regulation; MIN6 insulin promoter-GFP reporter, high-content imaging; stronger effect = higher value; z-score at 5 µM; hit rate 0.3% among 190,000; AID 1625;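 active = z-score above 3 at 5 µM with at least 500 cells counted in the well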
MT stabilizer: microtubule stabilization, imaging screen; HeLa tubulin immunostaining HCS, 24 h; share of cells brighter than vehicle mean+2SD; % tubulin-high responders, % at 10 µM; hit rate 0.83% among 200,000; AID 2205;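 active = plate Z-score above 3 for both tubulin-high and condensed-nucleus cell shares, with cell loss under 80%, at 10 µM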;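 also: anti alpha tubulin signal scored within the nucleus-defined area of each cell; some results filed as inactive read as strong as hits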
Autophagy HCS: alters autophagy in cells; MEF GFP-LC3 puncta imaging; test concentration mostly 10 µM; hit rate 0.98% among 190,000; AID 463193; calls only at 10 µM (by protocol);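 active = percentage of spot-positive cells more than 3 SD above its plate mean, without a fluorescence outlier flag or 80% toxicity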;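 also: spot-positive cell cutoff set from DMSO-treated cells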
WT yeast gro inh: growth inhibition of WT yeast, mitochondrial fusion screen | mitochondrial fusion phenotypic screen, WT strain | hit rate 2.1% among 190,000 | inhibition, % at 10 µM | AID 1362; in the data active = inhibition above about 58%; tested in S. cerevisiae
Lipid droplet: hepatic lipid droplet formation modulation | AML12 mouse hepatocytes, oleate lipid droplets, BODIPY imaging | inhibition, % at 6.5 µM | hit rate 0.4% among 240,000 | AID 1656;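 active = lipid droplet intensity inhibited by at least 50%, with more than 500 cells counted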
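Material: mouse AML12 hepatocyte cell line, fixed after treatment; Timing: compound with oleate, overnight; Technique: high-content imaging of BODIPY-stained droplets and DAPI nuclei; Probe or stimulus: oleate, 100 µM final; Dosing: compound at 6.5 µM only.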
WT yeast gro inh mutant strain: further read-out of WT yeast gro inh, marked with its call; inhibition, %; mitochondrial fusion phenotypic screen, mutant strain inhibition
Dynein transport cytoplasmic EGFP: second read-out of Dynein transport, no call of its own (marks repeat the call); z-score; measured here: cytoplasmic GR-EGFP intensity; stronger effect = higher value
Dynein transport nuclear GR-EGFP: further read-out of Dynein transport, marked with its call; z-score; measured here: nuclear GR-EGFP intensity;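 lower value marks the stronger effect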
Dynein transport cell count: also measured in Dynein transport; calls as there; z-score; measured here: cell count per field
Insulin prom up cell count: also measured in Insulin prom up; calls as there; cell count; measured here: cytotoxicity, nuclei count;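 total cells summed across four imaged fields per well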
Lipid droplet cells 6.5 µM: further read-out of Lipid droplet, marked with its call; cell count; measured here: cell count, cytotoxicity flag;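 cells counted across two imaged fields per well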
bCat nuc transl cell count 5 µM: recorded beside bCat nuc transl, whose call it bears; cell count; measured here: cell count, cytotoxicity flag
MT stabilizer Hoechst-high %: also measured in MT stabilizer; calls as there; % Hoechst-high responders; measured here: nuclear condensation Hoechst responders;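 share of cells brighter than vehicle mean plus two SD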
MT stabilizer cytotoxicity %: recorded beside MT stabilizer, whose call it bears; toxicity, %; measured here: cytotoxicity by cell density;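 0% = mean cell density of plate MIN control wells and 100% = no cells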
Autophagy HCS cell loss 18 h: recorded beside Autophagy HCS, whose call it bears; toxicity, %; measured here: cell loss, nuclei count;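 cell loss after 18 h compound exposure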
The depositor's hits bear a star; i = inactive; / = not tested or not shown.

SMILES	bCat nuc transl	bCat nuc transl cell count 5 µM	CSM14.1 death rescue	XIAP displacement	Dynein transport	Dynein transport cytoplasmic EGFP	Dynein transport nuclear GR-EGFP	Dynein transport cell count	Insulin prom up	Insulin prom up cell count	MT stabilizer	MT stabilizer Hoechst-high %	MT stabilizer cytotoxicity %	Autophagy HCS	Autophagy HCS cell loss 18 h	WT yeast gro inh	WT yeast gro inh mutant strain	Lipid droplet	Lipid droplet cells 6.5 µM
S=c1[nH]nc(Cc2ccc(Br)cc2)n1/N=C/c1ccc(Cl)cc1	-2.7	1123	-1.0%	-6.5%	0.69	-0.32	0.86	-0.11	-0.55	1557	1.6	1.4	5.5	i	26	93*	86*	21	683
COc1ccc(C(CNC(=O)c2ccco2)N2CCCCC2)cc1 (stereo not drawn)	-0.2	1165	1.3%	-10%	0.26	-0.19	0.077	-0.4	-0.43	1286	5.4	1.4	7.5	i	-2	-25	1	0	628
COc1ccc(-n2c(=O)c3c4c(sc3n(CC(=O)NCC3CCCO3)c2=O)CCCC4)c(OC)c1 (stereo not drawn)	-0.1	1130	-1.3%	-3.4%	0.3	-0.37	-0.25	-0.29	0.28	1277	1.3	1.5	4.4	i	6	-7	10	3	691
COCCn1c(C)cc(C(=O)Cn2nc(C(=O)O)c3ccccc3c2=O)c1C	-1.1	1053	-0.1%	-5.8%	-0.62	-0.16	-0.33	-0.22	0.91	1397	2.7	2.1	11	i	20	9	-3	2	541
O=C(CSc1nc(N2CCCCC2)nc(N2CCCCC2)n1)c1ccccc1	-0.2	975	-0.4%	-4.5%	-0.33	-0.28	0.067	0.18	-0.65	1184	1.8	0.4	25	i	1	12	9	-15	712
CSCCC(NC(=O)c1ccccc1Br)C(=O)N1CCC(C)CC1 (stereo not drawn)	-2.4	1042	1.0%	-5.2%	3.4	-0.17	1.5	-2.8	-0.31	1244	2.6	1.9	7.3	i	-2	-19	1	-2	713
CCCn1c(N)c(Sc2ccc(C)cc2)c(=O)n(CCC)c1=O	-0.5	1104	-0.3%	-1.5%	0.68	-0.27	0.64	-1	-0.08	1207	5.5	2.5	7.8	i	-4	-14	4	-2	681
CCOC(=O)CCCNC(=O)c1cncc(O)c1	-0.1	1188	-5.2%	-2.3%	1.9	0.41	1.9	-2	-0.79	867	2.4	1.4	5.3	i	-6	-4	-8	-6	775
Cc1ccc(S(=O)(=O)N2CCN(C(=O)CN3CCCCC3)C2)cc1	/	/	-1.0%	-4.1%	-0.75	-0.05	-0.54	1	/	/	1.7	1.8	6.9	i	1	6	-5	14	795
COc1cccc(/C=N/NC(=O)C(C)n2nc(C)c([N+](=O)[O-])c2C)c1O (stereo not drawn)	2.1	741	2.1%	1.3%	-0.7	-0.27	-0.57	0.53	-0.12	1104	4.1	3.0	12	i	14	32	-4	-33	563
CC(=O)Oc1cc2cccc(OC(C)=O)c(=O)c2c(OC(C)=O)c1OC(C)=O	2.0	1102	-0.5%	-3.5%	-0.51	-0.28	-0.24	0.54	-0.31	1114	3.6	1.7	7.8	i	-1	25	16	-4	691
O=S(=O)(c1ccc(Br)s1)N1CCN(c2ccccn2)CC1	-2.8	1211	-2.1%	-4.8%	-0.29	-0.24	0.12	0.55	-0.92	1262	2.3	0.8	7.0	i	8	-9	27	0	769
CC(C(=O)NCC1(c2ccccc2)CCCC1)N1CCOCC1 (stereo not drawn)	-1.0	1178	-3.9%	0.9%	1.1	-0.11	0.27	-0.29	-0.34	1206	3.5	1.1	6.1	i	-3	-4	-4	-1	735
COc1ccc([N+](=O)[O-])cc1NC(=O)COC(=O)C1CC1	-1.2	1061	-1.0%	-6.0%	0.0045	-0.32	0.012	-0.25	-0.61	1189	3.6	1.9	5.9	i	4	8	6	5	699
COC(=O)C1=C(N)Oc2cc(C)n(CC3CCCO3)c(=O)c2C1c1ccc(Cl)c(Cl)c1 (stereo not drawn)	1.9	940	-1.1%	-3.8%	-0.31	-0.25	-0.34	0.54	0.99	813	3.4	1.6	3.2	i	11	38	18	-18	702
O=C(NC(=S)Nc1nc(-c2cccc([N+](=O)[O-])c2)cs1)c1cc(Cl)ccc1Cl	0.0	951	-0.7%	-6.7%	0.38	-0.019	0.34	-0.36	0.69	1394	3.6	2.2	1.8	i	-5	20	-1	-8	684
COc1ccc(CCN2C(=O)C(Oc3ccccc3C)C2c2ccc3c(c2)OCO3)cc1 (stereo not drawn)	-0.2	1111	-2.6%	-8.7%	0.17	-0.22	0.17	0.062	-0.03	1590	2.1	2.8	5.0	i	1	17	-7	-4	587
O=C(NCCN1CCc2ccccc2C1)Nc1ccc([N+](=O)[O-])cc1	-1.4	1094	0.2%	-2.2%	-0.19	-0.26	0.18	-0.84	-1.6	1126	0.1	1.4	26	i	-8	19	14	-3	660
COc1ccc(-c2noc(C3CCCN(C(=O)c4ccc(C)cc4)C3)n2)cc1 (stereo not drawn)	-0.6	1317	/	/	-0.069	-0.24	0.52	-0.64	-0.43	1101	/	/	/	/	/	/	/	4	672
Cc1ccccc1Oc1ccc(NC(=O)C2CC=CCC2C(=O)O)cc1 (stereo not drawn)	/	/	-3.5%	-0.3%	-0.48	-0.32	-0.33	0.18	0.06	1264	3.1	2.5	2.1	i	15	-5	13	/	/
COc1ccc(N2CCN(C(=O)Cn3nnc(-c4cccs4)n3)CC2)cc1	-3.8	1220	-0.4%	-7.3%	-0.51	-0.17	-0.2	0.44	-0.88	1220	1.9	1.7	6.7	i	-10	6	5	9	762
CC(=O)Nc1cc2c(cc1[N+](=O)[O-])OCCO2	-0.4	1164	-14%	-7.1%	2.2	-0.14	1.4	-1.5	-0.16	1320	2.6	1.2	11	i	-17	1	5	4	694
COc1ccc(OC)c(Nc2cc(C)nc3ccccc23)c1	2.6	850	-2.4%	-11%	-0.61	0.052	0.037	-0.024	-2	994	33	6.7	53	i	13	-5	-34	/	/
CCCC(=O)Oc1ccc(N(C(=O)CCC)S(=O)(=O)c2cccs2)cc1	1.8	1093	/	-9.4%	0.49	-0.0072	0.34	-0.57	-0.36	1182	4.4	2.6	7.2	i	7	55	-31	-12	643
CC(=O)NC(C)c1nc2ccccc2n1CC(=O)N1C(C)CCCC1C (stereo not drawn)	0.7	1085	-1.1%	-5.7%	0.39	-0.17	0.16	-0.14	0.08	970	4.2	1.7	8.1	i	2	-4	-9	17	710
COc1ccc(/C=N/NC(=O)c2ccc(CSc3nncn3C)cc2)cc1OC	-0.4	1068	-1.1%	-5.0%	-0.53	-0.31	-0.024	0.53	-0.37	1368	9.2	1.8	9.5	i	2	-13	15	12	661
Cc1cc(C)n(S(=O)(=O)c2ccc(C)c(C)c2C)n1	0.7	1063	-2.6%	-1.5%	-0.15	-0.22	0.33	-0.66	-0.25	1856	1.9	0.3	47	i	0	-2	14	-14	671

Copied from the results shown, 7 compounds:
SMILES	bCat nuc transl	bCat nuc transl cell count 5 µM	CSM14.1 death rescue	XIAP displacement	Dynein transport	Dynein transport cytoplasmic EGFP	Dynein transport nuclear GR-EGFP	Dynein transport cell count	Insulin prom up	Insulin prom up cell count	MT stabilizer	MT stabilizer Hoechst-high %	MT stabilizer cytotoxicity %	Autophagy HCS	Autophagy HCS cell loss 18 h	WT yeast gro inh	WT yeast gro inh mutant strain	Lipid droplet	Lipid droplet cells 6.5 µM
COc1ccc([N+](=O)[O-])cc1NC(=O)COC(=O)C1CC1	-1.2	1061	-1.0%	-6.0%	0.0045	-0.32	0.012	-0.25	-0.61	1189	3.6	1.9	5.9	i	4	8	6	5	699
COC(=O)C1=C(N)Oc2cc(C)n(CC3CCCO3)c(=O)c2C1c1ccc(Cl)c(Cl)c1 (stereo not drawn)	1.9	940	-1.1%	-3.8%	-0.31	-0.25	-0.34	0.54	0.99	813	3.4	1.6	3.2	i	11	38	18	-18	702
O=C(NC(=S)Nc1nc(-c2cccc([N+](=O)[O-])c2)cs1)c1cc(Cl)ccc1Cl	0.0	951	-0.7%	-6.7%	0.38	-0.019	0.34	-0.36	0.69	1394	3.6	2.2	1.8	i	-5	20	-1	-8	684
COc1ccc(CCN2C(=O)C(Oc3ccccc3C)C2c2ccc3c(c2)OCO3)cc1 (stereo not drawn)	-0.2	1111	-2.6%	-8.7%	0.17	-0.22	0.17	0.062	-0.03	1590	2.1	2.8	5.0	i	1	17	-7	-4	587
O=C(NCCN1CCc2ccccc2C1)Nc1ccc([N+](=O)[O-])cc1	-1.4	1094	0.2%	-2.2%	-0.19	-0.26	0.18	-0.84	-1.6	1126	0.1	1.4	26	i	-8	19	14	-3	660
COc1ccc(-c2noc(C3CCCN(C(=O)c4ccc(C)cc4)C3)n2)cc1 (stereo not drawn)	-0.6	1317	/	/	-0.069	-0.24	0.52	-0.64	-0.43	1101	/	/	/	/	/	/	/	4	672
Cc1ccccc1Oc1ccc(NC(=O)C2CC=CCC2C(=O)O)cc1 (stereo not drawn)	/	/	-3.5%	-0.3%	-0.48	-0.32	-0.33	0.18	0.06	1264	3.1	2.5	2.1	i	15	-5	13	/	/
